Source: PubChem (National Center for Advancing Translational Sciences (NCATS))
TRHR agonist – activates the human TRH receptor. P34981. 360,000 compounds, 0.18% hits. activation, % at 2 µM. TRHR cells, calcium flux fluo-8, FDSS agonist mode; in the data active = activation above about 30%; also: 0% is about no effect
Target sequence (P34981 whole entry, looked up): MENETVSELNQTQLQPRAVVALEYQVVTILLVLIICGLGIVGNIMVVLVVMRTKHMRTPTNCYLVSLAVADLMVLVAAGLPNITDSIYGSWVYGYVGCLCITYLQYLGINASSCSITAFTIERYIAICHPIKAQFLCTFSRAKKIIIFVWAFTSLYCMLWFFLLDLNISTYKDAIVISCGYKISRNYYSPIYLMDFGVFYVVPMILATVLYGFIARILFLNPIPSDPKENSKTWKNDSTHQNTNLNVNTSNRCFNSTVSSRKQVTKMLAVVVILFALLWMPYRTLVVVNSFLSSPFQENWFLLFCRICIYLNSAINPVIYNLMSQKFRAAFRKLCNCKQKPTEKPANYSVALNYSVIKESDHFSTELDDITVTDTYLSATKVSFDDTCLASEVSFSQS
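In this calcium-flux screen, cells bearing human TRHR are dye-loaded with fluo-8, baselined for 10 cycles, then exposed to library compounds; positive kinetic calcium responses during the agonist phase mark hits, with TRH as control.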
ERG Ets-DNA blk – blocks human ERG Ets domain binding to DNA | P11308 | fluorescence polarization, His-ERG Ets domain / labelled DNA | Potency, µM (titrated, usually from 76.9 µM), without a hit: top-dose FP activity, negative = inhibition, most hits filed as inhibitors | 370,000 compounds, 0.028% hits | AID 624246; active = well fitted inhibition curve with a large enough effect in the polarisation, with a control signal flat; inconclusive = small, poorly fitted or top-dose-only effect, or effect the other way, or a change in a side signal; inactive = no such curve, though single readings can be large or run the other way; the % refers to the polarisation;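 also: polarization taken with two DNA probes labelled with fluorescein and Texas red; potency is read from the fitted curve at half-maximal effect; % of control where 0% means no effect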
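His-tagged ERG Ets domain (1 uM in the protein solution; 300mM KCl, 50mM Tris-HCl, 1mM EDTA, 1mM DTT, pH 7.5) received compound, then a probe mix of 5 nM fluorescein-DNA and 100nM Texas-615-DNA. Fluorescence polarization was read for both dyes.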
APE1 inh – APE1 (human) endonuclease inhibition. 350,000 compounds, 0.35% hits. recombinant APE1, TAMRA/BHQ-2 abasic DNA cleavage fluorescence. Potency, µM (highest dose often 65.8 µM), without a hit: at the highest dose activity change, negative = inhibition, most hits filed as inhibitors;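 also: potency is read from the fitted curve at half-maximal effect; plate controls were vehicle for no effect and reference inhibitor for full effect; nearly all actives have a fitted effect of over 55% in size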
Target sequence (P27695 whole entry, looked up): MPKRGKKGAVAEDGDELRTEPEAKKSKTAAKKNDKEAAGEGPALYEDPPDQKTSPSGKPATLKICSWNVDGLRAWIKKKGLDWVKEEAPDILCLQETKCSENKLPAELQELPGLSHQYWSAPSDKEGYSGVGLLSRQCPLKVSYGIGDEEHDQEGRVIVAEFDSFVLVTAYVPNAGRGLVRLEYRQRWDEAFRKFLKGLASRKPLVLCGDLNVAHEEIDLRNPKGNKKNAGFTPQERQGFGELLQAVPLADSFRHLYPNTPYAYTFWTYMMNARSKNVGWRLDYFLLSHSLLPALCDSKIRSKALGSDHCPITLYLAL
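Enzyme (0.75 nM final) and test compound are incubated 15 min at room temperature before adding 50 nM quenched THF abasic-site duplex. Cleavage dequenches TAMRA, followed at 525/598 nm over three reads one minute apart.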
Anesthetic bind – candidate novel general anesthetic via apoferritin binding | 350,000 compounds, 0.074% hits | Potency, µM (top dose mostly 77.5 µM), without a hit: top-dose activity change, negative = displacement, most hits filed as inhibitors | P02791 | AID 485281 | apoferritin/1-aminoanthracene competitive binding, fluorescence; also: potency is read from the fitted curve at half-maximal effect; % is scaled to controls: 0 for no effect and ±100 for the full control effect; nearly all actives have a fitted effect of over 20% in size
Target sequence (P02791 2-175 limits assumed): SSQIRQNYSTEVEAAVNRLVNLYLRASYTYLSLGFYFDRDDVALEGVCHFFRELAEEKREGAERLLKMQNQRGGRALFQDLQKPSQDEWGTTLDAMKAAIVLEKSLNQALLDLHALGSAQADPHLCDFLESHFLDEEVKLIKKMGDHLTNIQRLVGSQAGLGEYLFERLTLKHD
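Horse-spleen apoferritin (10 uM) was mixed with 50% saturated 1-aminoanthracene in PBS, exposed to compounds for 10 min at room temperature, and read for fluorescence (ex 380 nm, em 535 nm). Competitive displacement was fitted with a four-parameter Hill equation.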
12-LOX inh – blocks human arachidonate 12S-lipoxygenase; 580,000 compounds, 1.1% hits; AID 1671190; P18054; Potency, µM (doses to about 108 µM), inactives show at the highest dose activity change, negative = inhibition, most hits filed as inhibitors; purified 12hLO, xylenol orange hydroperoxide absorbance; also: potency is read from the fitted curve at half-maximal effect; % is scaled to controls: 0 for no effect and ±100 for the full control effect
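Purified human 12hLO at 150 nM in 25 mM Hepes, 0.01% Triton X-100, pH 7.0, preincubated 15 min at room temperature with compound. Reaction started with 40 uM arachidonic acid, 30 min at room temperature. Hydroperoxide measured by Fe-xylenol orange, 573/405 nm absorbance ratio.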
Pol beta inh – blocks human DNA polymerase beta activity; Pol beta primer extension/strand displacement, fluorescence kinetic; Potency, µM (top dose mostly 114 µM), inactives show at the highest dose activity change, negative = inhibition, actives largely listed as inhibitors; AID 485314; 340,000 compounds, 1.3% hits; also: potency is read from the fitted curve at half-maximal effect; % is scaled to controls: 0 for no effect and ±100 for the full control effect
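Human Pol beta at 10 nM; strand-displacement substrate 50 nM final. Compound exposure 15 min at room temperature before start, reaction 10 min at room temperature.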
POLI inh – inhibitors of human DNA polymerase iota | Potency, µM (series often up to 115 µM), without a hit: at the top dose activity, negative = inhibition, usual class: inhibitors | Pol iota fluorescent replication assay, 10 min | 390,000 compounds, 1% hits; also: potency is read from the fitted curve at half-maximal effect
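Pol iota at 10 nM preincubated 15 min with compounds at room temperature; reaction started with fluorescent substrate, 50 nM final. Fluorescence read kinetically at 0 and 10 min; buffer-only wells as negative control.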
BLM inh – blocks DNA unwinding by human BLM helicase. P54132. 350,000 compounds, 0.2% hits. recombinant BLM DNA unwinding, fluorescence dequenching. Potency, µM (doses to about 56.1 µM), without a hit: top-dose activity change, negative = inhibition, most hits filed as inhibitors. AID 2528;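 also: potency is read from the fitted curve at half-maximal effect; plate controls were vehicle for no effect and no enzyme for full effect; nearly all actives have a fitted effect of over 35% in size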
Pol kappa inh – DNA polymerase kappa (human) inhibition. Q9UBT6. purified Pol kappa, fluorescent DNA synthesis assay, 10 min. AID 588579. Potency, µM (titrated, usually from 107 µM), for inactives: at the highest dose activity, negative = inhibition, most hits filed as inhibitors. 400,000 compounds, 0.53% hits; also: potency is read from the fitted curve at half-maximal effect; % is scaled to controls: 0 for no effect and ±100 for the full control effect
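Kinetic fluorescence readout at 0 and 10 min followed reaction start with substrate at 50 nM final. Beforehand, enzyme (10 nM Pol kappa) stood 15 min with compound at room temperature; buffer-only wells were negative controls.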
Numbers without * were called inactive; ? = inconclusive; . = not tested or not shown; & = joins results of further samples; [ ] = dose if it differs, or a comment. Unless noted, calls follow the shape of the dose curve; as a rule, active = well fitted curve in the direction sought with a large enough effect; inconclusive = small, poorly fitted or top-dose-only effect, or another doubt; inactive = no such curve, though single readings can be large; an effect the other way counts as inactive or inconclusive. This is a subset (hit frequency here may not be typical).

#	SMILES	Anesthetic bind	APE1 inh	Pol beta inh	ERG Ets-DNA blk	Pol kappa inh	BLM inh	POLI inh	12-LOX inh	TRHR agonist
1	CC(=O)c1cccc(NC(=O)CCc2nc3cccnc3n2Cc2cccs2)c1	5%	.	15%	-10%	-8%	1%	-6%	-4%	-0.9
2	CN(C)/C=C/C(=O)c1ccccc1	2%	-5%	2%	-5%	-1%	-7%	-14%	1%	-0.7
3	C[C@@H](C(=O)NNC(=O)c1ccc(Cl)cc1)N1C(=O)C2CC=CCC2C1=O (some centres not stated)	.	4%	.	-7%	-12%	.	2%	-8%	.
4	O=C1CCC(C(=O)OCc2nnc(-c3ccccc3)o2)=NN1	.	3%	.	0%	-14%	.	19%	5%	0.0
5	CC(=O)c1ccc(N2CCN(S(=O)(=O)c3ccc(-c4cc(C)no4)s3)CC2)cc1	-1%&2%	11%	38%&2%	-8%&-2%	-2%&-2%	-4%&-1%	-7%&25%	4%&-20%	0.4&0.5
6	Cc1c(Cl)cccc1NC(=O)c1ccc2c(c1)CCCN2S(C)(=O)=O	8%	.	-8%	-1%	0%	-1%	4%	-8%	-0.5
7	N#C/C(=C\c1c[nH]c2ccc(Br)cc12)c1ccccn1	-15%	46%[activator]	12%	6%	-7%	-6%	-16%	.	0.7
8	O=Cc1cccn1Cc1ccc(Cl)cc1Cl	14µM*	6%	7%	7%	-6%	-1%	15%	0%	-0.8
9	CCCCOC(=O)c1ccc(NC(=O)c2cc(Cl)ccc2OC)cc1	-6%	-5%	-10%	-13%	-3%	-9%	10%	0%	1.9
10	CCOC(=O)C1=NNC(C(=O)O)C1c1ccccc1 (configuration not stated)	.	.	.	-5%	-7%	.	-2%	-9%	.
11	Oc1ccc(Br)cc1CN1CCCCCCC1	-17%	-3%	11%	0%	-12%	-2%	12%	?	-0.2
12	Nc1c(CO)nnn1-c1ccccc1	6%	-2%	0%	-2%	-9%	-9%	163%[activator]	2%	-0.2
13	Cc1ccc(NC(=O)CN(C)C(=O)c2ccc(C(F)(F)F)cc2)cc1	-16%	-2%	3%	-3%	-12%	1%	9%	-21%	0.4
14	CCOc1ccc(C(=O)/C=C/c2cn(CC(O)CN3CCCCCC3)c3ccccc23)cc1 (configuration not stated)	-8%	.	6%	-5%	-6%	-10%	-24%	?	2.2
15	Cc1ccc(C(=O)COC(=O)C(CC(C)C)NC(=O)C2CCC(C)CC2)cc1 (configuration not stated)	-5%	.	?	-15%	0%	-5%	-13%	-5%	0.8
16	Cc1ccccc1-c1nc(CS(=O)CC(=O)NC2CCCC2)c(C)o1 (configuration not stated)	-14%	11%	9%	-2%	-4%	2%	-11%	-13%	-0.3
17	CCOc1cc(NC(=S)NCC(C)C)c(OCC)cc1NC(=O)c1ccco1	3%	-4%	30%	?	-2%	3%	2%	?	-0.2
18	Cc1cccc(C(=O)NNC(=O)C2CCN(C(=O)OC(C)(C)C)CC2)c1	1%	-2%	5%	4%	3%	2%	13%	-20%	-0.8
19	COc1ccc(C(NC(C)=O)c2cc(Cl)c3cccnc3c2O)cc1OC (configuration not stated)	-11%	-4%	2%	-2%	-3%&-18%	-3%	26%&35%	-12%	2.6
20	O=C1OCC(c2ccc(Cl)s2)=C1c1ccccc1[N+](=O)[O-]	-2%	0%	11%	-2%	0%	-4%	?	0%	-0.2
21	CCN1CCN(c2ccc(NC(=O)c3ccc(OC)c(S(=O)(=O)N4CCCC4)c3)cc2)CC1	.	41%[activator]	.	6%	-3%	.	13%	?	-0.2
22	O=C(COc1ccc(Cl)cc1Cl)NNC(=S)Nc1ccc(F)cc1	?	-4%	5%	-7%	-9%	0%	7%	?	2.0
23	COc1ccc(C(=O)Nc2ccc(F)cc2F)cc1	-6%	2%	13%	.	-9%	0%	-2%	16%	-0.1
24	Cc1ccc(-n2c(=O)c3c(cnn3C)n(CC(=O)Nc3cccc(Cl)c3)c2=O)cc1	-7%	.	17%	4%	-1%	-1%	-3%	0%	0.8
25	NC1=NC(c2ccccc2)CC(=O)N1 (configuration not stated)	.	.	.	-8%	0%	.	-17%	14%	.

Some of these compounds in order of their number in BLM inh, lowest first:
#	SMILES	Anesthetic bind	APE1 inh	Pol beta inh	ERG Ets-DNA blk	Pol kappa inh	BLM inh	POLI inh	12-LOX inh	TRHR agonist
20	O=C1OCC(c2ccc(Cl)s2)=C1c1ccccc1[N+](=O)[O-]	-2%	0%	11%	-2%	0%	-4%	?	0%	-0.2
24	Cc1ccc(-n2c(=O)c3c(cnn3C)n(CC(=O)Nc3cccc(Cl)c3)c2=O)cc1	-7%	.	17%	4%	-1%	-1%	-3%	0%	0.8
13	Cc1ccc(NC(=O)CN(C)C(=O)c2ccc(C(F)(F)F)cc2)cc1	-16%	-2%	3%	-3%	-12%	1%	9%	-21%	0.4

Other results
#	SMILES	Anesthetic bind	APE1 inh	Pol beta inh	ERG Ets-DNA blk	Pol kappa inh	BLM inh	POLI inh	12-LOX inh	TRHR agonist
26	COc1cc(NC(=O)C2CCCN(S(=O)(=O)c3cccc4nsnc34)C2)cc(OC)c1 (configuration not stated)	-14%	-4%	2%	0%	-11%	1%	12%	0%	1.0
27	CCOC(=O)C1(Cc2cccc(OC)c2)CCN(Cc2cccc(OCC)c2O)CC1	-8%	0%	-23%	-8%	-2%	0%	-4%	-25%	-0.5
28	NC(=S)NNc1c(F)c(F)c(F)c(F)c1F	-6%	-2%	-3%	14%	2%	-2%	92%[activator]	-30%	0.2
29	O=C1CN(C(=S)NC(=O)c2ccccc2[N+](=O)[O-])CCN1	-3%	9%	15%	12%	-8%	-1%	-8%	?	-0.1
30	Cc1[nH]cnc1C(=O)N/N=C/c1ccc([N+](=O)[O-])s1	-3%	18%	-15%	-9%	-9%	-6%	?	-9%	-0.1
31	CCc1nnc(NS(=O)(=O)c2ccc(NC(=S)NC(=O)/C=C/c3cccs3)cc2)s1	-20%	0%	89µM*	4%	-9%	-8%	31%[activator]	?	-0.1
32	C=CCNCCCCOc1cccc(Br)c1	-5%	1%	18%	2%	-5%	3%	3%	-19%	-1.4
33	O=C(NCc1ccncc1)Nc1cc(Cl)ccc1Cl	?	7%	-7%	0%	6%	-3%	136%[activator]	?	0.3
34	CCOc1ccccc1CNC(=O)C1CCN(S(=O)(=O)c2c(C)noc2/C=C/c2ccccc2F)CC1	1%	.	1%	-3%	-10%[60.1 µM]	-1%	8%	?	0.8
35	Cc1cc2c(cc1S(=O)(=O)N1CCC(C)CC1)OCC(=O)N2	-12%	.	-23%	2%	-14%	0%	2%	11%	0.4
36	OC(c1ccc(Cl)cc1)c1nnc(-c2ccccc2)o1 (configuration not stated)	?	-5%	14%	10%	1%	-1%	?	0%[57.4 µM]	0.0
37	COc1ccc(C(=O)NC(=S)NNC(=O)CCc2ccccc2)cc1	-18%	19%	14%	.	-12%[60.1 µM]	-2%	12%	13µM*	.
38	Cc1cccc(N2CCN(C(=O)c3ccc(NC(=O)c4nsc5ccccc45)cc3)CC2)c1C	?	.	-22%	3%	-4%[60.1 µM]	-8%	11%	-13%	0.3
39	Cc1cccc(-n2c(SCC(=O)Nc3ccccc3Cl)nc3n[nH]c(C)c3c2=N)c1	-23%	.	-11%	-4%	-9%[60.1 µM]	-2%	-12%	-3%	-0.4
40	CCCc1noc2c1/C(=N\O)CC(c1ccccc1)C2 (configuration not stated)	-6%	-3%	13%	2%	-6%	1%	27%	0%	-0.3
41	O=C(O)CNC(=O)CCn1nnc2ccccc2c1=O	6%	0%	8%	7%	2%	2%	46%[activator]	6%	-0.2
42	CC[C@@H]1C(c2ccc(F)cc2)=NN(c2ccc(Br)cc2)[C@H]1C(=O)N1CCOC1=O	377%[activator]	1%&-1%	.	3%	6%	-13%[75.6 µM]	8%	-4%	.
43	O=C(NNC(=O)c1ccccc1F)c1ccc(Cl)c(S(=O)(=O)N2CCOCC2)c1	.	16%	.	5%	-16%	.	-8%	11%	0.2
44	O=C(Nc1cccc(S(=O)(=O)N2CCCCC2)c1)c1ccc2ccccc2n1	-24%	-4%	-28%	7%	-12%	-8%	277%[activator]	-25%	0.2
45	Cc1cc(-c2ccccc2)nc2c(Br)c(=O)[nH]n12	-6%	-4%	?	-1%	-3%	-5%	29%	-17%	-0.3
46	Fc1cccc(-n2c(-c3cccs3)nc3nc4ccccc4nc32)c1	5%	-7%	-20%	.	.	-4%	.	.	-0.2
47	CCOc1ccc(N(CC(=O)Nc2ccccc2F)S(=O)(=O)c2c(C)[nH]c(=O)[nH]c2=O)cc1	3%	-5%	59%	-2%	-11%	1%	-13%	-12%	-0.4
48	CS(=O)(=O)c1ccc2nc(NC(NC(=O)c3ccco3)(C(F)(F)F)C(F)(F)F)sc2c1	-9%	-5%	-20%	1%	-8%	-2%	-3%[58.9 µM]	3%	0.1

Filtered by structure, the compounds so far containing a CF3 group (two)
#	SMILES	Anesthetic bind	APE1 inh	Pol beta inh	ERG Ets-DNA blk	Pol kappa inh	BLM inh	POLI inh	12-LOX inh	TRHR agonist
13	Cc1ccc(NC(=O)CN(C)C(=O)c2ccc(C(F)(F)F)cc2)cc1	-16%	-2%	3%	-3%	-12%	1%	9%	-21%	0.4
48	CS(=O)(=O)c1ccc2nc(NC(NC(=O)c3ccco3)(C(F)(F)F)C(F)(F)F)sc2c1	-9%	-5%	-20%	1%	-8%	-2%	-3%[58.9 µM]	3%	0.1
